# ADAM17 inh: inhibitors of human ADAM17 | P78536 | inhibition, % at 6.95 µM | AID 720648 | recombinant ADAM17, EDANS/DABCYL FRET peptide cleavage | actives 0.83% (n = 370,000);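 active = inhibition above the mean of compounds lying between control limits plus 3 SD, set per campaign, cut at about 8.5% in these data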;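 also: 0% = DMSO-only wells as the low control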
# SIAE inh: blocks human sialic acid acetylesterase. Q9HAT2. SIAE FP-Rh probe binding, fluorescence polarization. inhibition, % at 9.66 µM. actives 0.69% (n = 370,000). AID 1053197;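 active = inhibition above a cutoff: mean of compounds within the control limits plus 3 SD of those, cut at about 17% in these data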;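 also: 0% = plate median of compound wells and 100% = probe without SIAE protein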
# Target sequence (Q9HAT2 whole entry, looked up): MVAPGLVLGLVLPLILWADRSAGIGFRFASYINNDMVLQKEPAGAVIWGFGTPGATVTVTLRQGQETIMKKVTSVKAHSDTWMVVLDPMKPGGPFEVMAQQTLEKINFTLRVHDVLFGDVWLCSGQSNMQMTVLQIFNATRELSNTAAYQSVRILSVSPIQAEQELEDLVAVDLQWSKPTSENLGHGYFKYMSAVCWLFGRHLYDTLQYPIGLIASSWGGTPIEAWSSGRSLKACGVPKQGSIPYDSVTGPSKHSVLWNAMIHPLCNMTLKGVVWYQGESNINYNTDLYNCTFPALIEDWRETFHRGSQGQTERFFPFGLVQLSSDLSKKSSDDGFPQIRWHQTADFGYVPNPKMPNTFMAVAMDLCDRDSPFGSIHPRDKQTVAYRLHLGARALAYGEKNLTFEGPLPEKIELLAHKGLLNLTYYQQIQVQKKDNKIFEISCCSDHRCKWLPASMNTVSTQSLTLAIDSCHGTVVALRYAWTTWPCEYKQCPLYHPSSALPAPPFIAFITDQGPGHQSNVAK
# ADAM10 inh: ADAM10 inhibition, QFRET primary screen; recombinant ADAM10, EDANS/DABCYL FRET peptide cleavage, 3 h; AID 720582; actives 0.62% (n = 370,000); O14672; inhibition, % at 7 µM;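 active = inhibition above a per-campaign cutoff equal to the mean of compounds falling between control-based bounds plus 3 SD, cut at about 20% in these data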;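 also: 0% = DMSO wells while the 100% control is not disclosed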
# TDP2 absorb: blocks human TDP2 phosphodiesterase activity; O95551; recombinant TDP2, T5PNP hydrolysis, p-nitrophenol absorbance 415 nm; inhibition, % at 12.8 µM; actives 0.34% (n = 370,000); AID 720702;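 active = inhibition above the mean of all tested compounds plus 3 SD, set per campaign, cut at about 25% in these data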;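 also: 0% = DMSO with enzyme and 100% = buffer with substrate but no TDP2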
#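 test system = human TDP2 enzyme | input = TDP2 enzyme at 120 nM final | medium = 50 mM Tris-HCl pH 7.5 with Mg2+, KCl, DTT, BSA | also added = T5PNP substrate, 5 mM | times = 2 h at 37 °C | technique = epi absorbance | benchmarks = high control without enzyme, low control DMSO plus TDP2 | replication = each compound tested once, singlicate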
# PLC-gamma1 inh: blocks human PLC-gamma1 enzyme activity | purified PLC-gamma1, fluorogenic substrate, fluorescence | inhibition, % at 12.2 µM | actives 0.84% (n = 370,000); in the data active = inhibition above about 9.5%
# DDE Tn7 FP inh: inhibitors of Tn7 peptide binding to human fibrin DD(E). P02675. FP displacement of FITC-Tn7 peptide from fibrin DD(E); 0% = median of compound wells per plate. inhibition, % at 8.3 µM. actives 0.13% (n = 370,000). AID 720508;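 active = inhibition above the mean of compounds falling within the control limits plus 3 SD of them, cut at about 14% in these data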;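 also: 0% = plate median of compound wells and 100% = 10 µM Aha-Tn7 peptide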
#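 Assay system: Fibrin-DD(E) protein isolated from polymerized human fibrin clots; read-out basis: percent inhibition; medium: Tris/NaCl/CaCl2 buffer, pH 7.8; signal: FP measurement; incubation: 10 min plus 3 h, room temperature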
# ASAP1 inh: blocks human ASAP1-stimulated Arf1 GTP hydrolysis; actives 0.19% (n = 360,000); inhibition, % at 16.5 µM; GDP FP detection; Q9ULH1; in the data active = inhibition above about 25%;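 also: 0% = vehicle with enzyme and substrate and 100% = no enzyme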
# Target sequence (Q9ULH1 325-724 limits assumed): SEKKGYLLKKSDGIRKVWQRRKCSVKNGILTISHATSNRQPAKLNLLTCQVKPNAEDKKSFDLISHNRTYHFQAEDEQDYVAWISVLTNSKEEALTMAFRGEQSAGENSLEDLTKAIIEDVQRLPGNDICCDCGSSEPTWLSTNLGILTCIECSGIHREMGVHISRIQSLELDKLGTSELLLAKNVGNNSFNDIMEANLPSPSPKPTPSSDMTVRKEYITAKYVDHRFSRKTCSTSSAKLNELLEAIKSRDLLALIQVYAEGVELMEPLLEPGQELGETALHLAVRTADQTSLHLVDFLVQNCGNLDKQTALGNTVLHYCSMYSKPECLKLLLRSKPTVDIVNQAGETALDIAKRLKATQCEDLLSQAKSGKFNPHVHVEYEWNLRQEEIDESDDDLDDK
# ARFGAP1 inh: rat ARFGAP1 inhibition | Arfgap1-stimulated ARF1 GTP hydrolysis, GDP FP detection | actives 0.26% (n = 360,000) | inhibition, % at 16.5 µM;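 active = inhibition above a per-plate limit, mean inhibition of low control wells plus 3 SD, cut at about 25% in these data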;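 also: 0% = DMSO wells with enzyme and 100% = wells lacking Arfgap1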
# Target sequence (Q62848 1-136 limits assumed): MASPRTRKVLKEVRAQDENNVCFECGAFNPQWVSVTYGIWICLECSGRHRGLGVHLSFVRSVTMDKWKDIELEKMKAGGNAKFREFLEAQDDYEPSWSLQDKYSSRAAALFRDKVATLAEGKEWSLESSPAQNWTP
#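 Assay system: purified rat His6-Arfgap1 residues 1-136 (GAP domain); Reagent: human Δ17 ARF1 bound to GTP; Dosing: 16.5 µM single point, 1.26% DMSO; Times: GTP hydrolysis reaction 2 h at 25 °C; Signal: FP, GDP Alexa 633 tracer displaced from anti-GDP antibody, 620/688 nm; Measure: % inhibition from polarization.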
# Tn6 DDE FP: disrupts Tn6 cyclic peptide binding to fibrin D-Dimer-E complex. P02675. Fibrin DD(E) TRITC-Tn6 fluorescence polarization displacement. inhibition, % at 8.3 µM. actives 0.21% (n = 370,000). AID 720509;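 active = inhibition above a per-campaign cutoff: mean of compounds within control limits plus 3 SD, cut at about 15% in these data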;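 also: 0% = median of all compound wells on the plate and 100% = blocking peptide control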
# PLC-beta3 inh: PLC-beta3 (human) inhibition, primary screen. Q01970. Purified PLC-beta3, fluorogenic substrate, fluorescence. inhibition, % at 12.2 µM. actives 0.18% (n = 370,000); in the data active = inhibition above about 11%;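 also: 0% = median of compound wells on plate and 100% = full blocker control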
# Active calls of the source: *; . = no result given; & = joins results of further samples.
SMILES,ADAM17 inh,SIAE inh,ADAM10 inh,TDP2 absorb,PLC-gamma1 inh,DDE Tn7 FP inh,ASAP1 inh,ARFGAP1 inh,Tn6 DDE FP,PLC-beta3 inh
CC(C)c1nc2n[nH]c(N)c2c2c1CCC2,0,1,3,3,-6,-3,5,3,-2,-7
O=S(=O)(c1ccccc1)N(CC(O)COc1ccccc1)c1ccccc1 (configuration not stated),-2,-5,3,3,0,0,-1,8,-4,-3
O=C(NCc1ccccc1)[C@H]1C[C@@H]1[C@H](NP(=O)(c1ccccc1)c1ccccc1)c1ccccc1,4,4,-7,-5,2,-2,4,5,2,7
CC(=O)Nc1ccc(NS(=O)(=O)c2ccc(OC(C)C(=O)N3CCOCC3)cc2)cc1 (configuration not stated),1,-1,5,-10,7,-9,2,6,3,-3
COc1cccc2cc(C(=O)Nc3ccccc3Cl)/c(=N/NS(=O)(=O)c3ccccc3)oc12,-4,-4,3,4,0,-1,-5,-5,4,-6
O=C(Nc1ccnc(-c2cccnc2)n1)c1ccc(Cl)cc1,-1,1,-3,-7,4,8,18,2,-2,6
Cc1ccc(OCC(=O)N2CCc3ccccc3C2)c(Br)c1,-1,-6,3,7,2,-5,3,3,-5,-3
Cc1nc2cc(-c3cccc(F)c3)nn2c(C)c1CCC(=O)N1CCN(c2ccccn2)CC1,-2,3,-8,0,-6,6,5,-16,6,-8
Nc1c(-c2cccs2)cnn1-c1nc(-c2ccc(F)cc2)cs1,-4,6,3,2,1,10,3,-4,5,2
CCC(=O)N[C@@H]1CC(C(C)(C)NC(=O)CC)CC=C1C (some centres not stated),-2,1,-3,-10,-1,7,-2,-7,2,-1
O=C(Cn1c(NCCCCl)nc2ccccc21)c1ccccc1,2,-3,-7,-3,0,-3,-10,1,13,1
COc1ccc(-c2c(C#Cc3ccsc3)c3cc(Br)ccc3n2C)cc1,-6,-4,-14,7,-2,4,13,0,4,-1
Cc1occc1C(=O)NNC(=O)Cc1ccccc1,-1,2,-2,0,-1,0,6,9,0,4
CCOC(=O)C1=C(C)NC(=O)CC1c1ccccc1OC (configuration not stated),-5,-2,-9,6,2,-3,-7,11,-5,-3
COc1ccc(NC(=O)c2ccc(NC(=O)COC(=O)c3cnc(C)cn3)cc2)cc1,-1,4,-3,11,-2,-2,5,-5,-2,0
COc1ccc(-c2sc3cc(OC)c(OC)cc3c2C#CCO)cc1,-45,-2,-130,-10,-40,-3,11,5,0,-60
COc1ccc(C(C(=O)NC2CCCC2)N(CCC(C)C)C(=O)CCC(=O)Nc2cc(C)on2)cc1 (configuration not stated),2,-6,10,5,2,6,-19,10,-4,1
Cc1nn(C(C)C(=O)NCCc2cccs2)c(=O)c2nn(-c3ccccc3)c(C)c12 (configuration not stated),-3,0,-7,3,-1,-3,7,6,2,-6
CCCCOC(=O)c1c(C)oc2ccc(NS(=O)(=O)c3ccc4c5c(cccc35)C(=O)N4)cc12,0,-82,-3,-3,-63,-9,8,1,-9,-89
O=C(O)c1ccccc1C(=O)Nc1cc(-c2ccccc2)[nH]n1,-5,-4,-5,-3,7,-2,17,12,-5,-16
Nc1nc(CSC(=S)N2CCOCC2)nc(Nc2ccccc2)n1,-3,-6,-3,10,3,6,-3,-8,5,3
COCCN(CC(=O)NCC1CCCO1)C(=O)CCC(=O)Nc1ccccn1 (configuration not stated),-1,0,-1,-7,1,1,-7,-1,-1,4
CN(Cc1c(F)cccc1Cl)C(=O)c1cnc2ccccc2n1,-2,1,-3,-12,-6,-3,1,9,-3,-16
COC(=O)c1cccc(NC(=O)CCCOc2cccc(C)c2)c1,3,3,2,2,3,-1,-3,-11,5,-2
O=C(Cc1n[nH]c(=O)c2ccccc12)N1CCN(c2ccc(F)cc2)CC1,-1,-3,-1,0,0,0,1,5,-1,-5

# An excerpt from above, reduced to TDP2 absorb.
mol,TDP2 absorb
CC(C)c1nc2n[nH]c(N)c2c2c1CCC2,3
O=S(=O)(c1ccccc1)N(CC(O)COc1ccccc1)c1ccccc1 (configuration not stated),3
O=C(NCc1ccccc1)[C@H]1C[C@@H]1[C@H](NP(=O)(c1ccccc1)c1ccccc1)c1ccccc1,-5
CC(=O)Nc1ccc(NS(=O)(=O)c2ccc(OC(C)C(=O)N3CCOCC3)cc2)cc1 (configuration not stated),-10

# New compounds follow.
SMILES,ADAM17 inh,SIAE inh,ADAM10 inh,TDP2 absorb,PLC-gamma1 inh,DDE Tn7 FP inh,ASAP1 inh,ARFGAP1 inh,Tn6 DDE FP,PLC-beta3 inh
COc1cc(C2CC(=O)N(c3ccc(C)cc3)C(=O)C2)cc(OC)c1OC,-3,2,9,-6,1,7,3,4,-2,-7
CCc1ccccc1NC(=O)C1CCCN(S(=O)(=O)c2ccc3c(c2)CC(C)N3C(C)=O)C1 (configuration not stated),2,-3,5,-7,7,-1,5,13,-3,-2
CC1=C(C(=O)OCCOC(C)C)C(c2cc3c(cc2Br)OCO3)C2=C(CCCC2=O)N1 (configuration not stated),-34,-1,-100,2,-102,4,2,-14,-9,-99
CCOC(=O)[C@H]1[C@H]2COc3ccc(Cl)cc3[C@@H]2N2C(=O)CN(Cc3ccc(F)cc3)C(=O)[C@@]12C,1,-1,7,3,-2,0,-3,-4,1,-3
CCOC(=O)N1CCC(NS(=O)(=O)c2cc(Br)cc3c2N(C(=O)CC)CC3)CC1,2,6,0,-2,6,4,-18,-7,1,4
C=CCNC(=O)Nc1ccc2c(c1)[C@]1(CC(=O)N(CC(C)C)C1c1ccccc1)C(=O)N2C (some centres not stated),-5,-4,-11,0,0,1,.,.,2,-3
Cc1ccc(S(=O)(=O)N2CCCC2C(=O)OCC(=O)Nc2ccc3c(c2)OCO3)cc1 (configuration not stated),-4,3,4,1,-3,-1,-4,5,1,-1
Cn1c(Cn2c(=O)sc3ccccc32)nnc1SCC(=O)NCc1ccco1,0,4,1,3,1,0,8,-4,-5,2
COc1cc(Cl)c(S(=O)(=O)NCc2ccccn2)cc1Cl,3,2,5,-5,5,-6,-10,5,0,5
CCC(CCC(=O)Nc1ccn(-c2ccccc2)n1)C(=O)O (configuration not stated),-5,2,0,-3,-1,-2,9,-7,0,0
COCCNC(=O)C(c1cccs1)N(C(=O)Cn1nnc2ccccc21)c1ccc2c(c1)OCO2 (configuration not stated),-3,4,0,3,4,-7,-9,11,-6,0
COc1ccc(C(NC(=O)/C=C/c2ccco2)c2ccc(OC)c(OC)c2)cc1 (configuration not stated),1,-5,14,0,0,3,0,5,7,-3
Cc1ccc(OCC(=O)NCCNC(=O)c2ccncc2)cc1,2,8,-6,-5,5,-2,-6,-7,4,0
Cn1c(=O)c([N+](=O)[O-])c(NCc2ccccc2Cl)c2ccccc21,-4,-6,-1,-7,1,-1,4,4,3,-6
COc1ccc(C2=CCCC2)c(OC)c1,-6,-1,-17,-6,-2,0,-5,8,6,-3
Cc1cccc(-c2noc(CN(C(=O)C34CC5CC(CC(C5)C3)C4)C(C)C)n2)c1,-4,-3,0,18,2,-2,-9,-4,-1,1
Cc1ccc(OCC(O)CN2CCN(Cc3ccc4c(c3)OCO4)CC2)c(C)c1 (configuration not stated),-2&0,3&3,-9&3,8&9,1&2,3&1,-16&-1,-9&-3,-4&1,0&1
O=C(Nc1ccc(Cc2nc3ccccc3s2)cc1)c1ccncc1,-2,-4,2,3,2,0,-5,-3,-5,-9
O=C1CCCCN1CC(=O)N1CCCC(Nc2ccc(F)cc2)C1 (configuration not stated),-1,3,2,-7,4,-2,6,19,-5,-5
Cc1ccc(NC(=O)COC(=O)c2cc(Cl)ccc2Cl)c(Br)c1,-1,14,-5,-1,-1,2,1,-3,6,-1
O=C(c1ccc(F)cc1)N1CCC(N2CCOCC2)CC1,0,-6,-2,11,5,-3,8,9,-4,2
O=C(CNC(=O)c1ccc(Br)o1)Nc1cccc(-c2cnc3ccccc3n2)c1,-2,-22,6,-5,2,-2,-6,25*,3,1
O=C(NCc1ccc(Cl)c(Cl)c1)c1cccnc1,-2,-4,4,2,2,0,-15,-9,2,1
COc1cc(NS(=O)(=O)c2ccc(Br)cc2)c(OC)cc1NC(=O)c1ccco1,3,6,4,-3,-11,4,7,-12,0,-10
Cc1ccc(-n2nnnc2SCc2ccc(C(=O)O)cc2)cc1C,0,6,1,9,4,2,6,-2,-1,-3

# (further entries)
SMILES,ADAM17 inh,SIAE inh,ADAM10 inh,TDP2 absorb,PLC-gamma1 inh,DDE Tn7 FP inh,ASAP1 inh,ARFGAP1 inh,Tn6 DDE FP,PLC-beta3 inh
CCOC(=O)C1(CCOc2ccccc2)CCN(Cc2ccc(O)c(OCC)c2)CC1,-6,4,-4,-2,4,-1,7,3,-6,-2
CSCCC(c1nnnn1-c1c(C)cccc1C)N1CCN(C/C=C/c2ccccc2)CC1 (configuration not stated),-1,-3,2,6,-1,1,19,-19,-4,4
Cc1c(C)c2ccc(OC(C)C(=O)NCCc3c[nH]c4ccccc34)cc2oc1=O (configuration not stated),-4,-2,-12,5,3,-1,-13,8,5,1
O=C(COC(=O)c1ccc(Br)c(S(=O)(=O)N2CCOCC2)c1)NCCc1ccccc1,-2,2,-6,7,2,-5,-9,12,5,-8
CN(CCOc1ccc(Cl)cc1)C(=O)CN1C(=O)NC2(CCCC2)C1=O,1,7,-5,3,-1,-4,1,6,3,-2
COc1ccc(Cn2c(=O)[nH]c3cc(C(=O)N4CCN(c5ccccc5F)CC4)ccc3c2=O)cc1,2,-5,9,-26,4,-9,-1,-8,-2,-1
CCOC(=O)N1CCN(C(c2ccc(Cl)cc2)c2sc3nc(C)nn3c2O)CC1 (configuration not stated),-3,-5,1,3,1,-4,3,-1,1,3
O=C(c1ccc(-n2cncn2)c([N+](=O)[O-])c1)N1CCN(S(=O)(=O)c2ccccc2F)CC1,-1,-1,0,0,4,0,-5,-1,-10,-2
CC1(C(=O)NCc2ccccc2)CN(S(C)(=O)=O)CC(=O)N1CCc1ccccc1 (configuration not stated),-3,-2,-2,4,-1,-4,1,-3,-7,1
COc1ccc(C(=O)N2N=C(c3cccc(OC)c3)CC2(O)C(F)(F)F)cc1 (configuration not stated),2,4,7,2,1,4,0,3,-2,-1
Cc1ccccc1OCCOC(=O)c1nc2nccc(C)n2n1,3,5,1,-9,3,2,-8,10,-6,2
CSc1ccc(/C=C(/NC(=O)c2ccc(C)cc2)C(=O)Nc2cccc(F)c2)cc1,-3,-3,-16,-14,2,-6,9,5,-3,-6
CCOC(=O)c1cnn(Cc2ccccc2Cl)c1N,-4,-10,3,8,-2,6,-3,10,-6,3
